High-throughput results: PubChem BioAssay, Emory University Molecular Libraries Screening Center
EP2 modulator: EP2 receptor modulators, cAMP readout, primary screen, cell-based, HTRF cAMP, PGE2 stimulation. Prostaglandin E2 receptor EP2 subtype (Homo sapiens), P43116. 260,000 compounds, 0.83% hits. EP2-expressing cells, cAMP HTRF FRET, PGE2 co-stimulation. induction, % at 25 µM;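 active means compounds whose cAMP rise, as percent of the full-agonist control response, exceeds 60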;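 further: rat C6 glioma line stably carrying human EP2 under a CMV promoter; the protocol text gives 20 µM as final concentration; 100% = response of wells given 1 µM PGE2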
Target sequence (P43116 whole entry, looked up): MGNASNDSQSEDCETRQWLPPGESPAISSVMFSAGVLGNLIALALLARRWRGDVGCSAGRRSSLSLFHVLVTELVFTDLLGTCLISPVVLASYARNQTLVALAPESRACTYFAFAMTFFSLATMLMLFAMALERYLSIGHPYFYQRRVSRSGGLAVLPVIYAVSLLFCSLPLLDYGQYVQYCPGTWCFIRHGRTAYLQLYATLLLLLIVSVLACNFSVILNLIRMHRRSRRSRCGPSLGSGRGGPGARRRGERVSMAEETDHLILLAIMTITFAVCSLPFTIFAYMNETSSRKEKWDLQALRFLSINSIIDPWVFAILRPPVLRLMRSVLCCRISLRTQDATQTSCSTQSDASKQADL
PGE2 EP2 inh: human EP2 receptor antagonists, primary screen, TR-FRET cAMP, C6 glioma cells | AID 1422, 2008 | Prostaglandin E2 receptor EP2 subtype (Homo sapiens), P43116 | 260,000 compounds, 0.52% hits | inhibition, % at 25 µM | C6 glioma cells expressing human EP2; cells stimulated with saturating PGE2;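 active means percent inhibition above 40 after rounding to a whole number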;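 further: rat C6 glioma host cells with rolipram phosphodiesterase inhibitor present; the protocol text gives 20 µM as final concentration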
Starred values were filed as active, the others as inactive. The list is partial, so the mix of outcomes need not match the whole.

SMILES	EP2 modulator	PGE2 EP2 inh
CCOc1cc(C2C(C(C)=O)=C(O)C(=O)N2CCCOC)ccc1O (centres undefined)	-24	10
COc1ccc2nc3sc(C(=O)N4CCCCCC4)c(N)c3cc2c1	-71	20
COc1ccccc1NC(=O)c1sc2nc3cc(C)cc(C)c3cc2c1N	-7	11
COc1ccc2cc(CN(CC3CCCO3)C(=S)Nc3ccc(F)cc3)c(=O)[nH]c2c1 (centres undefined)	-9	14
O=C(c1ccc(Cl)cc1Cl)N1CCC(C(=O)N2CCc3ccccc3C2)CC1	-10	7
Cc1cc(C)c2c(c1)c(C)cc1nnc(SCC(=O)N(C(C)C)C(C)C)n12	7	14
COC(=O)C[C@@H]1C2(C)C(=O)[C@@H](CC3=C4C=C(OC)O[C@@H](c5ccoc5)[C@]4(C)CCC32)[C@H](O)C1(C)C (some centres undefined)	2	9
CCc1nnc(NC(=O)c2c(Cl)cccc2Cl)s1	-31	22
COc1ccccc1CNc1nc2ccccc2n1C	-58	11
CC(C)c1nc2ccccc2n1CC(=O)O	4	10
Cc1ccnn1CCC(=O)NCCc1nc(-c2cccnc2)n[nH]1	-29	10
CCC(=O)Nc1cc(NC(=O)CSc2nc3c(c(=O)n(C)c(=O)n3C)n2C)ccc1C	-4	5
Cc1ccc(NC(=O)N2CCC(C(=O)NC3CCCC3)CC2)cc1	12	2
O=C(NCc1nc(-c2ccccc2)no1)c1ccnc2ccc(Cl)cc12	-86	10
N=c1n(CC(N)=O)c2ccccc2n1Cc1ccccc1Cl	-39	11
Fc1ccc(CN(C2=NCCN2)c2c(Cl)cccc2Cl)cc1	-3	13
C=CCNC(=O)C1CC(=O)N(c2ccc(OCC(=O)Nc3cccc(Cl)c3)cc2)C1 (centres undefined)	-24	7
COc1ccc2c(c1)cc(C)c1nnc(SCC(=O)Nc3ccc(NC(C)=O)cc3)n12	-14	6
N=c1n(CCOc2ccc3ccccc3c2)c2ccccc2n1CC(N)=O	-93	14
CCC(C)(C)n1nnnc1C(c1ccccc1OC)N1CCN(c2ccccc2OC)CC1 (centres undefined)	8	8
O=S(=O)(Nc1ccc(-c2ccccc2)cc1)c1cccs1	16	20
COc1cc(C2C(C#N)=C(N)Oc3n[nH]c(C)c32)ccc1OCC(=O)Nc1ccc(C)cc1 (centres undefined)	-98	9
CCC(C)(C)NC(=O)C(c1cccnc1)N(C(=O)Cn1nnc2ccccc21)c1ccc(Cl)cc1 (centres undefined)	3	10
COc1ccc(CNC(=O)CCSc2nc(-c3ccco3)cc(C(F)(F)F)n2)cc1	-12	9
Cc1ccc(C)c(NC(=O)COc2ccc(S(=O)(=O)N3CCCC3)cc2)c1	5	9

Looked up above.
Under PGE2 EP2 inh, COc1cc(C2C(C#N)=C(N)Oc3n[nH]c(C)c32)ccc1OCC(=O)Nc1ccc(C)cc1 (centres undefined) reads 9
Under EP2 modulator, COc1ccc2c(c1)cc(C)c1nnc(SCC(=O)Nc3ccc(NC(C)=O)cc3)n12 reads -14
Under EP2 modulator, COC(=O)C[C@@H]1C2(C)C(=O)[C@@H](CC3=C4C=C(OC)O[C@@H](c5ccoc5)[C@]4(C)CCC32)[C@H](O)C1(C)C (some centres undefined) reads 2
Under EP2 modulator, Cc1ccnn1CCC(=O)NCCc1nc(-c2cccnc2)n[nH]1 reads -29
Under PGE2 EP2 inh, O=C(c1ccc(Cl)cc1Cl)N1CCC(C(=O)N2CCc3ccccc3C2)CC1 reads 7
Under PGE2 EP2 inh, CCC(=O)Nc1cc(NC(=O)CSc2nc3c(c(=O)n(C)c(=O)n3C)n2C)ccc1C reads 5

Later entries.
SMILES	EP2 modulator	PGE2 EP2 inh
Cc1cc2ccccc2n2c(=O)n(CC(C)NC(=O)c3ccnn3C)nc12 (centres undefined)	-20	29
O=C(O)CCCc1ccc2ccc3ccccc3c2c1	6	10
CCn1c(=O)n(CC(=O)NCc2cccc(OC)c2)c2cccnc21	-48	4
Clc1[nH]nc2c(CN(CCCn3ccnc3)CC3CC=CCC3)cncc12 (centres undefined)	19	4
O=C(N/N=C/c1cccc(O)c1)c1ccncc1	34	6
CCc1nnc2sc(-c3ccc(NC(=O)c4ccc(OC)c(OC)c4)cc3)nn12	3	16
COC(=O)c1c(NC(=O)c2cccs2)sc(C(=O)Nc2cccc(Cl)c2)c1C	16	9
Cc1cccc(-c2c3c(nc4c2c(=O)n(C)c(=O)n4C)-c2ccccc2C3O)c1 (centres undefined)	3	11
COc1ccc(S(=O)(=O)N2CCN(c3c(C)cc(C)cc3C)CC2)cc1OC	-95	11
COc1cc(OC)cc(C(=O)N2CCC(C(=O)Nc3cccc(F)c3)CC2)c1	-24	6
COc1ccc(/C(O)=C2/C(=O)C(=O)N(CCN3CCOCC3)C2c2cccc3ccccc23)cc1 (centres undefined)	8	12
COCCN(CC(=O)NCC1CCCO1)C(=O)CCC(=O)Nc1nccs1 (centres undefined)	-16	12
Cc1nc2cccc([N+](=O)[O-])c2n1CCCN(C)C	35	8
CCOc1ccccc1N1CCN(CC(=O)Nc2nccs2)CC1	-19	3
COCCn1c2ccccc2n2c(=O)n(CC(=O)N3c4ccccc4CC3C)nc12 (centres undefined)	-17	8
CCOc1ccc(-n2c(C)nc3c(cnn3-c3ccccc3)c2=O)cc1	-15	9
Cc1cc2cc(C)c3nnc(SCC(=O)Nc4cccc(O)c4)n3c2cc1C	-24	7
Cc1ccc(C)c(-c2nc(NC(=O)c3cccs3)sc2C)c1	-14	8
CCn1c(SCC(=O)N2CCc3ccccc32)nnc1-c1cc2ccccc2cc1O	12	15
COc1ccc(-c2nc(-c3ccccc3)cs2)cc1OC	12	10
CCOc1cc(C2C(C#N)=C(N)Oc3n[nH]c(-c4cccs4)c32)ccc1O (centres undefined)	-65	10
NC(=O)Cn1cc(CN2CCN(CC3CCCO3)CC2)c2ccccc21 (centres undefined)	-41	7
O=C(CSc1nnc2scc(-c3ccc(F)cc3)n12)N1CCOCC1	-9	6
Cc1nc2sc3c(c2c2nnc(SCC(=O)Nc4ccc(F)cc4)n12)CCCC3	0	7
Nc1no[n+]([O-])c1C(=O)N1CCCC1	4	3

Ordered by count of non-hydrogen atoms (descending): part of the list above
SMILES	EP2 modulator	PGE2 EP2 inh
COc1ccc(/C(O)=C2/C(=O)C(=O)N(CCN3CCOCC3)C2c2cccc3ccccc23)cc1 (centres undefined)	8	12
Cc1cc2cc(C)c3nnc(SCC(=O)Nc4cccc(O)c4)n3c2cc1C	-24	7
Cc1cc2ccccc2n2c(=O)n(CC(C)NC(=O)c3ccnn3C)nc12 (centres undefined)	-20	29
CCOc1ccc(-n2c(C)nc3c(cnn3-c3ccccc3)c2=O)cc1	-15	9
CCOc1ccccc1N1CCN(CC(=O)Nc2nccs2)CC1	-19	3

(continued)
SMILES	EP2 modulator	PGE2 EP2 inh
CC(C)c1ccc(C(C(=O)NC2CCCC2)N(Cc2ccc3c(c2)OCO3)C(=O)c2ccco2)cc1 (centres undefined)	46	6
CC1CCCCN1C(=O)CN1CCC2(CC1)NC(=O)c1ccccc1O2 (centres undefined)	-51	5
COc1ccc(S(=O)(=O)N2CCC(C(=O)c3ccc(Cl)cc3)CC2)cc1	-72	8
Cn1c(SCc2ccc(C#N)cc2)nnc1-c1ccncc1	-8	10
C/C=C(\C)C(=O)O[C@@H]1c2c(ccc3ccc(=O)oc23)OC(C)(C)[C@@H]1OC(C)=O	-6	13
NC(CCCP(=O)(O)O)C(=O)O (centres undefined)	2	14
CCOc1cc(C2C(C#N)=C(N)OC3=C2C(=O)CC(C)(C)C3)ccc1OC(C)=O (centres undefined)	7	10
CC1(NC(=O)C(=O)NC2(C)CCS(=O)(=O)C2)CCS(=O)(=O)C1 (centres undefined)	-8	11
C#CCOc1ccccc1CN(Cc1ccccn1)C1CC(C)(C)NC(C)(C)C1	-48	7
COC(=O)c1ccc(-c2ccc(/C=C3\C(=O)NC(=O)N(c4ccc5c(c4)OCO5)C3=O)o2)cc1	-81	13
CCOc1ccc(N2CC(C(=O)Nc3cccc(C(C)=O)c3)CC2=O)cc1 (centres undefined)	-12	8
COc1nc(Nc2ccccc2F)nc(OC)n1	-4	20
COc1cccc2c1C(=N)c1c(O)c3c(c(O)c1C2=O)C[C@](O)(C(C)=O)C[C@@H]3O[C@@H]1C[C@H](N)[C@@H](O)[C@H](C)O1	-116	128*
CCn1c(SCC(=O)Nc2cc(C)ccc2C)nnc1C(C)C	3	20
CN(C)c1ccc(CN(CCCn2ccnc2)Cc2ccc3c(c2)CCO3)cc1	12	3
Cn1c(SCC(=O)Nc2ccc3c(c2)OCCO3)nnc1-c1ccncc1	-10	10
CCCN1CCN(CC(=O)Nc2cc(OCC)ccc2OCC)CC1	19	11
COc1ccc(CCNC(=O)CSc2nc(-c3ccccc3)cc(C(F)(F)F)n2)cc1OC	-85	10
CCCn1c(SCC(=O)N2c3ccccc3CC2C)nnc1-c1ccncc1 (centres undefined)	4	1
Nc1nc(Cl)nc2c1ncn2[C@@H]1O[C@H](CO)[C@H](O)C1O (some centres undefined)	14	10
COc1ccc(N2CCN(CC(=O)Nc3ccc(C)cc3Br)CC2)cc1	-122	11
CCC(c1nnnn1C(C)(C)C)N(Cc1cccnc1)Cc1cc2cc(C)cc(C)c2[nH]c1=O (centres undefined)	27	3
CCc1nn(Cn2nnc3ccccc32)c(=O)c2cc3oc(C)cc3n12	-40	4
CC(C)N(CCC(=O)c1ccc2ccccc2c1)Cc1ccccc1	-11	76*
CC(C)(C)C(=O)Nc1nnc(-c2ccccc2F)s1	-55	10

Other entries.
SMILES	EP2 modulator	PGE2 EP2 inh
C=CCn1c(COc2ccc(OC)cc2)n[nH]c1=S	-34	10
CCOc1ccc(NC(=O)Cn2cc(C(C)=O)c3ccccc32)cc1	-36	11
CCOc1ccc(NC(=O)c2c(NCc3cccn3C)sc3c2CCC3)cc1	-168	39
Cc1cccc(-c2nnc(-c3ccc(C)o3)o2)c1	-32	12
NC1CCN(O)C1=O (centres undefined)	14	10
CCN1CCN(C(=O)c2sc3ccccc3c2Cl)CC1	-13	9
CCC(C)(C)n1nnnc1C(c1ccc(OC)c(OC)c1)N1CCN(c2cc(Cl)ccc2C)CC1 (centres undefined)	25	5
COc1ccc(CNC(=O)CSc2ccc(-c3nc4cc(C)c(C)cc4[nH]3)cn2)cc1	-35	17
CC(C)C(=O)N1CCN(c2ccc(NC(=O)COc3ccc(Cl)cc3)cc2)CC1	-7	9
C=Cn1cc(CN(Cc2ccc(OC)c(OC)c2)CC2CCCO2)c(C)n1 (centres undefined)	-20	11
C=CCNC(=O)C1CC(=O)N(c2ccc(OCC(=O)Nc3c(C)cccc3C)cc2)C1 (centres undefined)	-15	8
Cn1c(SCC(=O)O)nc2sc3c(c2c1=O)CCCC3	36	11
COc1ccc(Cl)cc1NC(=O)C1CC(c2ccccc2Cl)=NO1 (centres undefined)	-9	10
O=C(Nc1cccc(NC(=O)c2ccc3c(c2)OCO3)c1)c1cccc(Cl)c1	-107	14
COc1ccc(N(C(=O)Cc2cccs2)C(C(=O)NC2CCCCC2)c2ccco2)cc1 (centres undefined)	49	13
N#CC1=C(N)Oc2n[nH]c(-c3cccs3)c2C1c1cccc(Cl)c1Cl (centres undefined)	23	7
O=C(Cn1ncc2cccn2c1=O)Nc1ccc(F)cc1	-33	9
CC(C)NCC[C@@H](O)c1cc2ccccc2o1	12	16
COc1cc2cc(CN(CCO)S(=O)(=O)c3cccc4nsnc34)c(=O)[nH]c2cc1OC	-24	13
COc1cc(/C=C\c2nc(O)c([N+](=O)[O-])c(=O)[nH]2)ccc1OCc1ccc(C)cc1	-80	12
COc1cccc(-n2c(SCC(=O)NC3CCCCC3)nnc2-c2ccoc2C)c1	-25	7
O=c1[nH]c2ccc(S(=O)(=O)NCC(c3ccc(F)cc3)N3CCCC3)cc2[nH]1 (centres undefined)	-39	4
CCn1c(SCC(=O)c2ccc(OC)cc2)nnc1-c1ccncc1	28	2
Cc1ccc(C(C)C(=O)N2CCn3cc(C(F)(F)F)nc3C2)cc1 (centres undefined)	-17	2
O=C(N1CCC[C@@H](Cn2nc(-c3cccs3)ccc2=O)C1)C1(c2ccccc2)CC1	-14	13
O=C1NC(=O)C(=Cc2cn(Cc3ccc(F)cc3)c3ccccc23)C(=O)N1	-74	9
C=C(C)Cn1c(SCC(=O)Nc2ccc(OCC)cc2)nc2sc3c(c2c1=O)CCCC3	52	15
COc1ccc(C)cc1NC(=O)C1CCCN(c2nc(C)cc(C)n2)C1 (centres undefined)	12	9
CCC(c1nnnn1CCc1ccccc1)N(Cc1cc2ccc(OC)cc2[nH]c1=O)C1CCCC1 (centres undefined)	26	12
O=C(CSc1nc(C2CC2)nc2ccccc12)NCc1cccs1	-25	11

Some of the entries above in another layout.
Cn1c(SCC(=O)O)nc2sc3c(c2c1=O)CCCC3
  EP2 modulator: 36
  PGE2 EP2 inh: 11

N#CC1=C(N)Oc2n[nH]c(-c3cccs3)c2C1c1cccc(Cl)c1Cl (centres undefined)
  EP2 modulator: 23
  PGE2 EP2 inh: 7

COc1ccc2c(c1)cc(C)c1nnc(SCC(=O)Nc3ccc(NC(C)=O)cc3)n12
  EP2 modulator: -14
  PGE2 EP2 inh: 6

Single records, as listed above. Screens in order: EP2 modulator | PGE2 EP2 inh
`COc1cc(/C=C\c2nc(O)c([N+](=O)[O-])c(=O)[nH]2)ccc1OCc1ccc(C)cc1` is listed as -80 | 12
`CCn1c(SCC(=O)N2CCc3ccccc32)nnc1-c1cc2ccccc2cc1O` is listed as 12 | 15
`CC(C)NCC[C@@H](O)c1cc2ccccc2o1` is listed as 12 | 16
